MT1-MMP txn act: MT1-MMP promoter reporter activation – cell-based, luciferase luminescence, primary screen. 86,000 tested, 0.16% active. HT1080 MT1-MMP promoter luciferase reporter, overnight; stronger effect = higher value. AID 750, 2007. activation factor at 10 µM;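 active = activation factor of at least 2 for MT1-MMP transcription at 10 µM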
Calb biofilm kill: clotrimazole potentiators killing Candida biofilms, primary screen, with clotrimazole, Alamar Blue; C. albicans biofilm + clotrimazole; inhibition, % at 6 µM; 85,000 tested, 0.14% active;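 active = inhibition above 20%; inactive = inhibition below 20%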;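 also: preformed 24 hr biofilms exposed to compound for 48 hr; 0% = biofilm without compound and 100% = blank killed by clotrimazole plus chlorhexidine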
ERb coact inh: inhibitors of ERβ-SRC1 coactivator interaction, primary screen, biochemical, TR-FRET, ERβ LBD, SRC-1 peptide; Estrogen receptor beta (Homo sapiens), Q92731; TR-FRET ER-beta LBD / SRC1-Cy5 peptide binding; receptor agonist-loaded with 1 µM estradiol; inhibition, % at 25.6 µM; 86,000 tested, 1.3% active;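 active = compounds whose percent inhibition of the receptor-coactivator binding signal exceeds about 50% in the single-dose screen, limit read from the data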;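 also: 0% = receptor plus peptide wells without compound and 100% = peptide-only wells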
sEH activator: soluble epoxide hydrolase activators, primary screen, biochemical, human sEH; Bifunctional epoxide hydrolase 2 (Homo sapiens), P34913; purified human sEH enzymatic activity, activator screen; activation, % at 2 µM; 91,000 tested, 0.04% active; in the data active = activation above about 37%; also: values of inactives mirror those of a sister screen read the other way
Target sequence (P34913 whole entry, looked up): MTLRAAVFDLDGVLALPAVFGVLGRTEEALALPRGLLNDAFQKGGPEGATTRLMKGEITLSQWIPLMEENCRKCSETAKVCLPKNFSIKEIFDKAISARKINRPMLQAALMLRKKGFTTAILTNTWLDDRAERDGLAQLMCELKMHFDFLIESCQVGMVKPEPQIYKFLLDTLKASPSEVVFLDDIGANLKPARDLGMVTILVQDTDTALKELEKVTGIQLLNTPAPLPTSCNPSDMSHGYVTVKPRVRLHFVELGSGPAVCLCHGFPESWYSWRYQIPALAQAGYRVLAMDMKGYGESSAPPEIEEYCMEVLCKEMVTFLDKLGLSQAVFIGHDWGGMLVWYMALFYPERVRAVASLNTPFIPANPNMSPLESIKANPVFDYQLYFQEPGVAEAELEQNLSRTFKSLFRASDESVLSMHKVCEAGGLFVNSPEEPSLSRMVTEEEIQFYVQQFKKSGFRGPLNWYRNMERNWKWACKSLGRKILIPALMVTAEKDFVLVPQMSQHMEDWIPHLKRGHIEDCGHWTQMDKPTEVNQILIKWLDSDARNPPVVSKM
sEH inhibitor: soluble epoxide hydrolase inhibitors, primary screen, biochemical, human sEH. Bifunctional epoxide hydrolase 2 (Homo sapiens), P34913. inhibition, % at 2 µM. AID 707, 2007. 91,000 tested, 0.34% active. recombinant human sEH enzymatic activity assay; in the data active = inhibition above about 80%; also: values of inactives mirror those of a sister screen read the other way; many of its hits are not listed in these tables
Smad3 FoxH1 inh: Smad3/FoxH1 peptide binding inhibitors, primary screen, biochemical, TR-FRET; inhibition, % at 25 µM; TR-FRET Smad3/Dy647-FoxH1 peptide binding, europium anti-His; AID 630, 2007; 88,000 tested, 0.29% active; Mothers against decapentaplegic homolog 3 (Homo sapiens), P84022;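 active = compounds that reduce the energy-transfer binding signal between the protein and its labelled peptide by more than half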;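 also: 0% = Smad3 plus labelled peptide maximal FRET and 100% = peptide-only background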
Target sequence (P84022 whole entry, looked up): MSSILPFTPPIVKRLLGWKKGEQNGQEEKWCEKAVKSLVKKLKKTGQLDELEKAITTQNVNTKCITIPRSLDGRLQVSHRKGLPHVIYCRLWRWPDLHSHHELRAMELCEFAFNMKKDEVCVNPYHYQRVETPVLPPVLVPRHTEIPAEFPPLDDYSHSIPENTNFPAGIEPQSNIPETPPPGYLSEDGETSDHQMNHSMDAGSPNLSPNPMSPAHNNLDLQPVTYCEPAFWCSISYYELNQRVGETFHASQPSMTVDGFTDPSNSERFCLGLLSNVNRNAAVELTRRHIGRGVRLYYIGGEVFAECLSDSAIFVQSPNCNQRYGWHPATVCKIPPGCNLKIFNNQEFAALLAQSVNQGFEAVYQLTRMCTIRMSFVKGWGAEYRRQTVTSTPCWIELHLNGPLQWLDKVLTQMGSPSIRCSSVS
Mac1 fbg enh: enhancers of CD11b/CD18 adhesion to fibrinogen, primary screen, K562 cells, luminescence; Integrin beta-2 (Homo sapiens) + Integrin alpha-M (Homo sapiens), P05107+P11215; ATPlite luminescence; activation, % at 10 µM; 93,000 tested, 0.07% active; AID 1499, 2009;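 active = 10 µM primary screen giving 50% or more activity, confirmed by 40% or more on retest at that dose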; also: strong numbers were not always called active; reference of the scale not given here
ERa coact pot: enhancers of ERα–SRC-1 coactivator binding, primary screen, biochemical, TR-FRET, ERα LBD, low estradiol | Estrogen receptor (Homo sapiens), P03372 | TR-FRET ERalpha-LBD/SRC-Cy5 coactivator binding, 2 h; 100 = basal binding, no effect | coactivator binding (% of control), % at 25.6 µM | 86,000 tested, 1.3% active | AID 639, 2007; in the data active = activity above about 200%;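 also: binding measured in presence of low estradiol as agonist stimulus; 0% = peptide alone without receptor and 100% = receptor with peptide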
Mac1 fbg inh: inhibitors of CD11b/CD18 adhesion to fibrinogen, primary screen, K562 cells, luminescence. Integrin beta-2 (Homo sapiens) + Integrin alpha-M (Homo sapiens), P05107+P11215. AID 1497, 2009. 93,000 tested, 0.54% active. ATPlite luminescence; Mn2+ added to activate the integrin. inhibition, % at 10 µM;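 active = primary inhibition of 50% or more at 10 µM, then 40% or more on retest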; also: some results filed as inactive read as strong as hits
The depositor's hits bear a star; / = no result given; [ ] = remark or other dose.

SMILES	MT1-MMP txn act	Calb biofilm kill	ERb coact inh	sEH activator	sEH inhibitor	Smad3 FoxH1 inh	Mac1 fbg enh	ERa coact pot	Mac1 fbg inh
CCOC(=O)c1c(C)[nH]c(C(=O)OCC(=O)Nc2cc(Cl)ccc2OC)c1C	1.3	2.4	6.8[fluorescence artefact?]	-2.4	0.9	-4.2	4.8	178.6	12.1
CC(C)Sc1nc2c(c(=O)[nH]1)C(c1cccs1)C1=C(CC(C)(C)CC1=O)N2 (stereo unspecified)	/	3.5	-1.2	17.0	-18.9	-6.4	-3.9	90.6[fluorescence artefact?]	-7.1
COc1ccc(Oc2c(Cl)cnn(-c3ccc(Cl)c(Cl)c3)c2=O)cc1	/	/	/	0.2	-0.7	/	-2.8	/	-26.8
CN1CCN(C(=O)N2c3ccccc3C=Cc3ccccc32)CC1	1.2	-5.2	-2.8	/	/	-17.1	-1.9	96.2[fluorescence artefact?]	-7.9
COc1ccc2ccccc2c1C1CC(=O)N2CN(C)CSC2=C1C#N (stereo unspecified)	1.1	1.9	9.2	-4.8	6.3	28.9	2.5	66.0	2.7
CCOC(=O)CSc1nnnn1-c1cc(OC)ccc1OC	1.3	6.7	-17.9	5.1	-4.7	-1.0	-2.5	116.9	-11.9
Cc1ccc(Cl)c2c1NC(=O)C2(O)CC(=O)c1ccc(Br)cc1 (stereo unspecified)	1.1	1.6	26.0	1.0	0.0	16.3	2.6	106.0	6.8
Cc1ccc(-c2noc(CSc3nnnn3C3CCCCC3)n2)cc1	1.1	9.9	10.6	2.5	-3.4	0.9	-2.0	106.3	23.1
COc1ccc(C2(C(=O)Nc3ccc(C(=O)O)cc3)CCOCC2)cc1	1.2	8.3	-3.6	5.3	-5.2	11.1[fluorescence artefact?]	2.0	96.2	-68.6
CC(C)(C)c1cc(C(=O)Nc2cccc3ccccc23)ccn1	1.2	7.0	-4.0	-35.8	37.4	2.9	/	104.3	/
CC(C)COc1nc2ccccc2nc1C(C#N)C(=O)NC1CCCCC1 (stereo unspecified)	1.1	-2.9	-7.7	14.3	-16.4	1.7	-4.0	86.7	4.1
NC(=O)c1ccccc1N=Cc1ccccn1	/	/	/	3.9	-4.3	/	-1.5	/	-10.1
O=C1N[C@@H](Cc2ccccc2)C(=O)N1CCN1CCOCC1	1	3.0	2.5	-6.6	6.0	-14.8	-1.2	105.7	-1.4
O=S(=O)(Cc1ccccc1)N1CCCC(c2nc(-c3ccc(F)cc3)no2)C1 (stereo unspecified)	1.1	8.3	-4.2	/	/	3.2	-0.5	124.0	-12.5
O=S(=O)(c1ccc(-c2nc3ccccc3s2)cc1)N1CCCC1	1.3	7.2	-0.6	0.3	1.8	-4.0	-2.2	88.6	-2.8
O=C(Nc1ccc(S(=O)(=O)Nc2ccccc2)cc1)C1COc2ccccc2O1 (stereo unspecified)	1.3	9.0	-17.6	-27.1	26.6	9.3	/	101.6	/
CSCC[C@H](NC(=O)OC(C)(C)C)c1nnc(SCC(=O)Nc2ccc(C)cc2C)o1	1.1	5.3	-26.4[fluorescence artefact?]	-8.3	8.7	7.5	-1.2	103.9	-26.7
Cc1ccccc1NC(=O)N1CCCC(c2nc(-c3ccc(F)cc3)no2)C1 (stereo unspecified)	1.3	-1.7	-2.6	/	/	-8.2	-2.4	105.7	0.5
O=C(NCc1ccc2c(c1)OCO2)c1cccc(S(=O)(=O)N2CCCCC2)c1	1	7.0	-2.1	-48.0	50.5	13.2[fluorescence artefact?]	/	126.1	/
O=C(NC1CCCCC1)C1CCCN1S(=O)(=O)c1cccc2nsnc12 (stereo unspecified)	1.1	9.2	5.5	-7.8	7.0	5.0	-0.6	112.0	-20.9
Cc1ccc(-c2n[nH]c(=S)n2/N=C/c2cc3c(cc2[N+](=O)[O-])OCO3)cc1	/	/	/	-11.8	13.6	/	-1.9	/	-3.2
COc1ccc(OC)c(-n2c(CNC3CCN(Cc4ccccc4)CC3)nc3ccccc3c2=O)c1	1.2	3.9	12.6	3.0	-3.5	4.2	-1.9	93.1	-6.8
CSc1nc2c(c(-c3ccc(O)cc3)c1C#N)CCC2	1	5.2	1.2[fluorescence artefact?]	2.3	-0.1	4.6	-0.5	18.9	-2.8
CCN1C(=O)CSc2ccc(C(=O)OC)cc21	1.2	0.1	45.0[fluorescence artefact?]	/	/	-8.7	/	92.6[fluorescence artefact?]	/
COc1cccc(/C=N/NC(=O)c2cccc([N+](=O)[O-])c2)c1OS(=O)(=O)c1ccc(C)cc1	/	/	/	-13.5	15.7	/	-1.9	/	19.9
N/C(=N\O)c1ccc(NC(=O)c2ccc(Br)o2)cc1	1.3	12.6	-1.9	-0.2	1.5	-1.2	7.8	107.2	0.9
CCOc1cccc(NC(=O)C2CC(=O)N(C)C(=Nc3cccc(F)c3)S2)c1 (stereo unspecified)	/	/	/	-10.0	8.0	/	0.5	/	-8.4
Cc1c(N=C/C=C/c2ccccc2)cnn1C	1.3	6.9	-29.5	-2.9	4.1	-4.9	-2.3	101.6	7.0
CC1CCCN(S(=O)(=O)c2ccc(Br)s2)C1 (stereo unspecified)	1.2	-1.9	4.2	/	/	-3.1	/	101.5[fluorescence artefact?]	/
CSc1nc2nc3c(c(=O)n2[nH]1)CN(Cc1ccccc1)CC3	1.1	5.7	6.2	-11.0	10.3	9.9	-2.3	108.2	-6.1

Given with bars between the fields: entries from further up.
Compound | MT1-MMP txn act | Calb biofilm kill | ERb coact inh | sEH activator | sEH inhibitor | Smad3 FoxH1 inh | Mac1 fbg enh | ERa coact pot | Mac1 fbg inh
Cc1ccccc1NC(=O)N1CCCC(c2nc(-c3ccc(F)cc3)no2)C1 (stereo unspecified) | 1.3 | -1.7 | -2.6 | / | / | -8.2 | -2.4 | 105.7 | 0.5
CSCC[C@H](NC(=O)OC(C)(C)C)c1nnc(SCC(=O)Nc2ccc(C)cc2C)o1 | 1.1 | 5.3 | -26.4[fluorescence artefact?] | -8.3 | 8.7 | 7.5 | -1.2 | 103.9 | -26.7
CCN1C(=O)CSc2ccc(C(=O)OC)cc21 | 1.2 | 0.1 | 45.0[fluorescence artefact?] | / | / | -8.7 | / | 92.6[fluorescence artefact?] | /
COc1ccc(OC)c(-n2c(CNC3CCN(Cc4ccccc4)CC3)nc3ccccc3c2=O)c1 | 1.2 | 3.9 | 12.6 | 3.0 | -3.5 | 4.2 | -1.9 | 93.1 | -6.8
CSc1nc2c(c(-c3ccc(O)cc3)c1C#N)CCC2 | 1 | 5.2 | 1.2[fluorescence artefact?] | 2.3 | -0.1 | 4.6 | -0.5 | 18.9 | -2.8

(more compounds)
SMILES	MT1-MMP txn act	Calb biofilm kill	ERb coact inh	sEH activator	sEH inhibitor	Smad3 FoxH1 inh	Mac1 fbg enh	ERa coact pot	Mac1 fbg inh
O=C(OC(C(=O)NCC1CCCO1)c1ccccc1F)c1ccco1 (stereo unspecified)	1	5.4	3.0[fluorescence artefact?]	-1.8	-0.7	4.8[fluorescence artefact?]	-2.5	124.2	-9.8
Cc1ccc(C)c(N2CCN(C(=O)CCCn3c(=S)[nH]c4cc5c(cc4c3=O)OCO5)CC2)c1	1	6.1	10.1	-16.4	17.5	-0.8	38.1	131.9	26.3
CC(C)OC(=O)Cn1nnc(-c2ccccc2)n1	1.3	5.1	-12.2	2.7	-1.2	-2.6	-1.3	86.4	-8.0
CCCC(=O)Nc1cc(C)c(NC(=O)c2ccncc2)cn1	1.1	9.1	-8.4	/	/	3.6	2.1	99.2	-8.9
CCc1ccc2[nH]c(=O)c(CN(Cc3ccc(F)cc3)C(c3nnnn3CCN3CCOCC3)C(C)C)cc2c1 (stereo unspecified)	1.1	4.8	-4.5	3.2	-6.3	0.6	0.3	73.2	2.8
O=C1CCc2cc(S(=O)(=O)N3CCN(c4cccc(C(F)(F)F)c4)CC3)ccc2N1	1	7.5	8.0[fluorescence artefact?]	-4.0	2.1	6.5[fluorescence artefact?]	14.0	126.2	-7.8
C/C=C/C(=O)OCC(=O)Nc1nc2ccc(C)cc2s1	1.2	0.0	-0.4	1.4	-3.3	-7.7	1.7	119.7	-23.9
COc1cc(C(=O)Nc2ccc(S(=O)(=O)N3CCc4ccccc43)cc2)cc(OC)c1OC	1.2	3.3	0.6	-3.2	1.0	12.6	-4.5	101.3	4.7
COc1ccc(OC)c(-n2c(-c3ccc(C)cc3)n[nH]c2=S)c1	1.1	-0.6	-4.8	-5.9	9.2	4.8	5.0	78.0	15.9
CC(=O)Nc1cccc(NC(=O)CCn2cnc3cc(C)c(C)cc32)c1	1.2	8.6	2.7[fluorescence artefact?]	-4.9	3.1	8.1[fluorescence artefact?]	2.1	113.6	0.0
COC(=O)c1ccc(Cn2nnc3c(sc4nc(N5CCOCC5)c5c(c43)CCCC5)c2=O)o1	1.3	1.9	-1.8	4.3	-0.6	-3.4	/	106.4	/
Cc1nc(CNS(=O)(=O)c2cc(F)ccc2F)cs1	1.4	8.3	-0.1	1.5	1.7	6.4	/	110.3	/
CC(C)N(C(=O)CSc1nnc(-c2cc3ccccc3cc2O)n1Cc1ccco1)C(C)C	1.1	3.8	-8.3	10.3	-11.7	2.5	4.4	104.1	21.6
CC1(C)CC(=O)C=C(Nc2ccccc2O)C1	1.2	4.9	0.8[fluorescence artefact?]	11.7	-12.3	3.9	-2.8	116.8	-6.7
CC(=O)Nc1nc2c(c3c1c(=O)oc1ccccc13)CCCC2	1.3	2.3	4.0[fluorescence artefact?]	-12.6	13.8	0.7	-3.4	145.2	-5.2
CN1CC(=O)Nc2ccc(F)cc2C1=O	1	-1.3	2.6[fluorescence artefact?]	4.7	-3.5	-11.1	3.9	104.7	-0.3
CCC(C)c1ccc(OCC(=O)Nc2ccc(Cl)cn2)cc1 (stereo unspecified)	1.2	-1.4	-3.1[fluorescence artefact?]	-2.5	3.4	6.1	-1.5	117.1	20.0
CCC1(O)c2ccccc2-c2ncccc21 (stereo unspecified)	1.3	5.4	-5.0	7.0	-3.3	-1.5	-1.9	107.7	15.9

Some of these compounds in order of the Smad3 FoxH1 inh value, largest number first.
canonical_smiles	Smad3 FoxH1 inh
O=C(Nc1ccc(S(=O)(=O)Nc2ccccc2)cc1)C1COc2ccccc2O1 (stereo unspecified)	9.3
O=C(NC1CCCCC1)C1CCCN1S(=O)(=O)c1cccc2nsnc12 (stereo unspecified)	5.0
CSc1nc2c(c(-c3ccc(O)cc3)c1C#N)CCC2	4.6
COc1ccc(OC)c(-n2c(CNC3CCN(Cc4ccccc4)CC3)nc3ccccc3c2=O)c1	4.2
O=C1N[C@@H](Cc2ccccc2)C(=O)N1CCN1CCOCC1	-14.8

This is a subset (hit frequency here may not be typical).
